Source: PubChem
HSP90 inh: HSP90 inhibitors, primary screen, cell lysate, luminescence. hit rate 0.91% among 290,000. Rabbit reticulocyte lysate, luciferase refolding luminescence, 3 h. inhibition, % at 5.6 µM;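 active = inhibition above the screen-wide mean plus 3 SD, computed separately per campaign, cut at about 16% in these data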;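 also: 0% = DMSO wells and 100% = 60 µM geldanamycin wells; inhibitors lower the luminescence because luciferase stays unfolded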
HSF1 inhib: HSF1 inhibitors in luciferase reporter cells, primary screen, cell-based, NIH3T3, luminescence | activity change, negative = inhibition, % at 7.5 µM (by protocol) | NIH3T3-HGL HSE-luciferase, MG132-induced, luminescence 8 h; active compounds read low | hit rate 0.77% among 300,000;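 active = more than half of replicate wells show activity change below -50%, luminescence cut by over half; inconclusive = some wells, but at most half, below -50%; inactive = no replicate well below -50%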;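 also: luciferase reports HSF-1 transcriptional activity via heat shock element; 0% = median of DMSO wells and -100% = zero luminescence signal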
aSyn 5UTR inh: MLPCN primary screen, SNCA 5' untranslated region | AID 1813, 2009 | inhibition, % (tested at 7.5 µM) | alpha-synuclein 5'UTR reporter, inhibitor activity | hit rate 0.82% among 300,000; in the data active = inhibition above about 60%; inconclusive = no clear call, values can overlap the other calls;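 also: H4 neuroglioblastoma cells stably carrying SNCA 5'UTR luciferase fusion; 0% = DMSO wells and 100% = positive control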
KLF5 inh: KLF5 expression inhibitors, primary screen, DLD-1 cells, luminescence | hit rate 0.23% among 290,000 | inhibition, % at 5 µM | DLD-1 KLF5 promoter-luciferase reporter;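 active = inhibition above a per-plate limit of that plate's mean compound inhibition plus 3 SD, cut at about 60% in these data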;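 also: 0% = DMSO wells and 100% = LY294002 at 200 µM; higher means less KLF5 promoter-driven luciferase light; inactives centre near -14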
GSK3A inh: blockers of GSK3A enzyme activity – biochemical, luminescence, cell-free homogeneous, HTS, primary screen. Glycogen synthase kinase-3 alpha (Homo sapiens), P49840. GSK-3 alpha kinase, ADP-Glo luminescence, 60 min. inhibition, % at 10 µM. hit rate 0.1% among 320,000;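 in the data active = inhibition above about 50%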;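 also: GST-tagged GSK-3 alpha with peptide substrate and 25 µM ATP; 0% = DMSO neutral wells and 100% = GW8510 positive control wells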
Target sequence (P49840 whole entry, looked up): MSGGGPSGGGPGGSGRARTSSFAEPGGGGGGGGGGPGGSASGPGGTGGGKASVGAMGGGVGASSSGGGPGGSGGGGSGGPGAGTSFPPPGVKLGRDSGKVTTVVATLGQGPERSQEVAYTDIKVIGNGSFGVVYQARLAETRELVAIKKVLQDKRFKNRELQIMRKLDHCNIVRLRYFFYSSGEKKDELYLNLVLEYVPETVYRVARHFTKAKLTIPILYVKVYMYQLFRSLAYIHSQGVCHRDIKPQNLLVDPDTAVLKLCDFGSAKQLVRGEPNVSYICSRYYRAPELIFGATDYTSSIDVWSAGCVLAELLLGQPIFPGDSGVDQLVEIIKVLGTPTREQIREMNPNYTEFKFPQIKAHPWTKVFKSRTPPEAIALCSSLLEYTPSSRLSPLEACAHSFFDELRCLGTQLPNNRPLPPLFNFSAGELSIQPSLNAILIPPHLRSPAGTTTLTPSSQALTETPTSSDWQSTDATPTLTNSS
GSK3B inh: human GSK3beta kinase inhibitors, primary screen, biochemical, cell-free homogeneous, HTS. activity score (negative = inhibition), % at 10 µM. hit rate 0.038% among 300,000. GST-GSK3beta kinase, ADP-Glo luminescence, 60 min; active compounds read low;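 active = more than half of replicate wells score below -50%, meaning over 50% inhibition versus plate controls; inconclusive = some replicates but at most half score below -50%; inactive = no replicate scores below -50%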;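 also: 0% = median DMSO wells and -100% = median GW8510 positive control wells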
Target sequence (P49841 whole entry, looked up): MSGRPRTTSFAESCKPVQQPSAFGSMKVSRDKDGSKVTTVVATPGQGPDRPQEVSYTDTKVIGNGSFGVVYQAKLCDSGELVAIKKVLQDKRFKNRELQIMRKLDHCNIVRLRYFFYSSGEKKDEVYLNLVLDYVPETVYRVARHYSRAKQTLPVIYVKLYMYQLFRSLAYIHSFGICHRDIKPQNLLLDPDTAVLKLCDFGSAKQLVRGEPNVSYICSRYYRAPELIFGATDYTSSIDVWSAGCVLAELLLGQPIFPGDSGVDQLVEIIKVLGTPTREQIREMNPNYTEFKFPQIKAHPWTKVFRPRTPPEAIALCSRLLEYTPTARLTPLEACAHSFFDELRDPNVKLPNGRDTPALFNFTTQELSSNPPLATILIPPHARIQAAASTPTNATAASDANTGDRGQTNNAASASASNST
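test system = GST-tagged human GSK3beta kinase, cell-free | reagent = 25 µM ATP with peptide substrate | dosing = one dose of 10 µM per compound | schedule = 60 min reaction, RT | detection = luminescent ADP-Glo measurement of ADP formed | control set = DMSO neutral wells and GW8510 at 20 µM as positive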
DYRK1A inh: rat Dyrk1A kinase inhibitors, primary screen, biochemical, single point, plate reader. hit rate 0.43% among 310,000. AID 504441, 2011. Dual specificity tyrosine-phosphorylation-regulated kinase 1A (Rattus norvegicus), Q63470. inhibition, % at 12.5 µM. ADP-Glo luminescence, NFATc1 peptide; in the data active = inhibition above about 50%;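 also: plate controls were vehicle with enzyme for no effect and no enzyme for full effect; many of its hits are not listed in these tables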
Platelet DG rel: inhibitors of platelet dense granule secretion, primary screen, cell-based, MLPCN, human platelets | human platelet-rich plasma, SFLLRN dense granule ATP release, luminescence | inhibition, %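 (compounds screened at 7.5 µM in platelet-rich plasma)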 | hit rate 0.22% among 300,000 | AID 1663, 2009;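 active = mean replicate score, as percent of positive control, at or above 50; inconclusive = mean below 50 but at least one replicate at or above 50; inactive = mean and every replicate below 50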
HSF-1 act: HSF-1 activators, primary screen, NIH3T3-HGL cells, MG132 stress, luminescence, single point. AID 504408, 2011. activation, % at 9 µM. NIH3T3-HGL HSF-1 luciferase reporter, 8 h; 100% = twice DMSO control signal. hit rate 1.7% among 300,000;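 active = mean replicate activation of at least 50% with a set share of replicates each reaching 50%; inconclusive = only one of those two conditions met; inactive = mean below 50% and too few replicates reaching it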;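 also: 0% = median of the neutral control wells and 100% = twice that signal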
IEC-6 tox: cytotoxicity in IEC-6 intestinal epithelial cells, primary screen, cytotoxicity control for KLF5 inhibitor project, cell-based, luminescence | IEC-6 cytotoxicity, luminescence viability | inhibition, % at 5 µM | hit rate 0.78% among 290,000; in the data active = inhibition above about 22%;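 also: 0% = plate median of test compound wells and 100% = cytotoxic reference compound wells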
Active calls of the source: *; ? = inconclusive; nt = no result given.

SMILES | HSP90 inh | HSF1 inhib | aSyn 5UTR inh | KLF5 inh | GSK3A inh | GSK3B inh | DYRK1A inh | Platelet DG rel | HSF-1 act | IEC-6 tox
Cc1ccc(C(=O)Nc2ccccc2C(=O)NC2CCCCC2)cc1S(=O)(=O)N1CCOCC1 | 2 | -7 | 13 | -2 | -2 | 2 | 6 | -8 | -4 | 1
CC(CN1CCCC1)OC(=O)c1ccc(Br)cc1 (stereo not drawn) | -4 | 3 | 9 | -29 | 1 | 5 | -2 | 0 | -5 | -6
COc1ccc(C2NC(=O)NC(C)=C2C(=O)OC2CCCCC2)cc1OC (stereo not drawn) | -3 | 5 | 2 | -27 | -2 | 2 | 0 | 9 | -10 | -1
Cc1ccc(CS(=O)(=O)Cc2ccc(C(=O)NC3CCCCCC3)o2)cc1 | -4 | 1 | 43 | 7 | -2 | -4 | nt | 9 | 6 | -4
Cc1ccc(NS(=O)(=O)c2cc(Br)cnc2N)cc1C | 3 | 20 | 10 | -12 | 0 | 1 | -7 | 1 | 47 | 8
O=C(c1ccccc1[N+](=O)[O-])N1CCC(Cc2ccccc2)CC1 | -2 | -16 | 33 | -7 | 2 | 6 | -2 | 3 | -13 | 3
CN(CC(=O)NCCN1CCN(c2ccccc2)CC1)S(=O)(=O)c1ccc2c(c1)CCC(=O)N2 | 5 | 5 | -28 | -14 | -2 | 1 | -2 | 17 | 15 | 2
CN1CCN(C(=O)CSc2ccc(Cl)cc2)CC1 | -1 | 5 | -15 | -32 | -2 | 1 | -6 | -10 | -9 | -7
O=C(NC(=S)Nc1ccc(N2CCOCC2)cc1)c1ccc(Cl)cc1 | -2 | -2 | -4 | -41 | -2 | 5 | nt | 20 | -8 | -7
COc1ccc(-n2c(SCC(=O)Nc3cc(C)on3)nc3c([nH]c4ccccc43)c2=O)cc1 | 8 | -9 | -8 | -9 | 0 | 2 | 9 | 19 | -9 | 3
O=Cc1c(NCc2ccccc2Cl)c2ccccc2[nH]c1=O | -2 | 3 | 1 | -32 | 4 | -5 | 8 | 3 | 10 | -2
CCOC(=O)C1CCCN(C(=O)CN2C(=O)COc3ccc(C(C)(C)C)cc32)C1 (stereo not drawn) | 1 | -5 | 23 | -16 | 3 | -2 | -1 | -1 | -9 | 7
Cc1ccc2nc(-c3ccccc3NC(=O)CCC(=O)O)c(=O)[nH]c2c1 | 1 | -74* | 5 | -9 | 2 | -5 | 1 | -3 | -80 | 6
O=C(Nc1nc(-c2ccncc2)cs1)C1COc2ccccc2O1 (stereo not drawn) | 3 | 3 | 40 | -10 | -1 | -1 | 27 | 2 | 0 | 6
OCCC1CN(Cc2ccncc2)CCN1C1CCCC1 (stereo not drawn) | 3 | 3 | -10 | -12 | nt | -2 | 2 | 4 | 2 | 0
COc1cc(-c2nnc(SCC(=O)N(C)C3CCS(=O)(=O)C3)o2)cc(OC)c1OC (stereo not drawn) | -5 | -6 | 8 | -23 | 1 | -1 | -6 | 3 | -1 | -3
CCOC(=O)c1c(NC(N)=O)nc2n1CCC2 | 0 | 0 | 7 | 0 | -1 | 1 | -3 | 5 | -8 | 5
COc1ccc(CC(=O)Nc2ccccc2C(=O)NCCc2ccccc2)cc1 | 0 | 3 | -101 | -63 | -1 | nt | 12 | 1 | 6 | 0
Cc1cc2nc(C(C)(C)C)cc(N)n2n1 | -1 | -1 | -13 | -19 | -2 | -2 | -1 | -7 | -2 | 1
CCOc1ccccc1CN(CCc1ccc2c(c1)OCO2)Cc1ccccn1 | 2 | 0 | -22 | -19 | 6 | 0 | 3 | ? | 30 | 2
Cn1c(SCCCC(=O)c2ccccc2)nnc1-c1ccncc1 | 0 | 0 | -20 | -26 | 6 | 1 | -10 | 13 | 4 | -5
CCCNC(=O)c1cc(-c2ccc(OC)cc2)n(CCCOC)c1C | -2 | 7 | -5 | 3 | -2 | 2 | -2 | -13 | -3 | 0
CC(=O)c1cccc(NC(=O)COC(=O)c2ccc3c(c2)OCCO3)c1 | -2 | 4 | 15 | -4 | -1 | -1 | 0 | 2 | 6 | 4
COc1ccc(/C=C(\NC(=O)/C=C/c2ccco2)C(=O)NCCc2nc3ccccc3[nH]2)cc1 | -1 | -7 | 14 | 9 | -1 | 3 | -1 | 7 | -2 | 1
CC(C)OC(=O)c1c2nc3ccccc3nc2n2c1[nH]c(=O)c1ccccc12 | 2 | -4 | 29 | 3 | -4 | 0 | nt | 2 | 18 | -2
O=C(c1ccccc1)c1ccc2nc(-c3ccc(NC(=O)c4ccccc4F)cc3)[nH]c2c1 | -4 | -4 | -101 | -12 | 1 | 1 | 2 | ? | 10 | 0
Cc1nnsc1C(=O)NNc1ccc(Cl)cc1 | -2 | 4 | 4 | -25 | 1 | 2 | nt | -3 | 3 | -2
O=C(COc1ccccc1)NCC(=O)N/N=C/C=C/c1ccccc1 | -5 | 6 | 13 | -6 | 1 | 4 | -2 | 1 | 11 | -3
OC(COCc1ccc(Cl)cc1)CN1CCN(CC(O)COCc2ccc(Cl)cc2)CC1 (stereo not drawn) | 0 | 1 | 40 | -11 | 0 | 1 | -14 | -5 | 21 | 5
Cc1cc(N=Cc2c(O)n(-c3cccc(C(F)(F)F)c3)c(=O)c3ccccc23)no1 | 3 | 2 | 39 | -16 | 2 | 0 | 0 | 0 | 2 | -4
C=CCn1c(CNC(=O)c2ccco2)nnc1SCC(=O)c1ccc(OC)cc1 | -1 | -10 | 19 | 14 | -1 | 3 | -6 | 10 | -6 | -4
O=C(Nc1ccc(N2CCCCC2)cc1)c1ccc([N+](=O)[O-])o1 | 5 | 67 | -214 | 10 | -1 | nt | -7 | 24 | 91* | 80*
CC(=O)c1cnc2nc(SCc3ccccc3C)nn2c1C | 6 | 17 | -75 | -69 | 0 | 3 | -5 | 6 | 47 | 4
CCc1nnc(NC(=O)CSc2nnc(Cc3ccccc3)n2-c2ccc(OC)cc2)s1 | -1 | -4 | 8 | -21 | -1 | 0 | 1 | 2 | 3 | -4
C/C(=N\N(c1ccccc1)c1ccccc1)c1ccco1 | 4 | 13 | 6 | -6 | -3 | -2 | -2 | -3 | 29 | -6
CCc1ccccc1S(=O)(=O)Cc1ccc(C(=O)N2CCN(c3ccccn3)CC2)o1 | -5 | 0 | 13 | -20 | 1 | -2 | 1 | 8 | 14 | 1
CC(C)COc1ccc(C(=S)N2CCCC2)cc1 | nt | -2 | 44 | nt | 1 | 2 | nt | -12 | -8 | nt
COC(=O)C1CCN(C(=O)COC(=O)CCc2nc3ccccc3c(=O)[nH]2)CC1 | -2 | -3 | -14 | -12 | nt | 1 | 0 | 2 | -3 | 0
COc1ccc(S(=O)(=O)N2CCC(C(N)=O)CC2)c2ccccc12 | -3 | 7 | -10 | -16 | -1 | 0 | -3 | -3 | 47 | -5
O=C(O)CCNC(=O)/C(=C/C=C/c1ccccc1)NC(=O)c1ccccc1 | -6 | 2 | 2 | -24 | 4 | 0 | 2 | 0 | 5 | -3
CSCC[C@H](N)C(=O)NC[C@H]1CC[C@H](C(=O)N[C@@H](Cc2ccccc2)C(=O)O)CC1 | -8 | -2 | 13 | -55 | -1 | 3 | -2 | -2 | 8 | -5
Cc1onc(-c2ccccc2Cl)c1C(=O)N1CCN(c2cccc(Cl)c2)CC1 | nt | -6 | 67* | nt | 2 | -4 | -1 | -18 | -1 | nt
CN1/C(=C\C=Nc2ccc3ccccc3c2)C(C)(C)c2ccccc21 | 8 | nt | nt | -13 | -4 | nt | 6 | nt | nt | 14
COCCn1c(SCC(=O)N2CC(=O)Nc3ccccc32)nc2ccccc2c1=O | 4 | 11 | 5 | -5 | 2 | -1 | 1 | -12 | 19 | 3
O=C(O)COc1ccccc1/C=N/NC(=O)CSc1nnc(SCc2cccc3ccccc23)s1 | -2 | 1 | -22 | -35 | -3 | 2 | -2 | -1 | 5 | 2
Cc1ccc2c(c1)c(N=O)c(O)n2Cc1ccc(Cl)cc1 | 4 | 9 | 4 | -5 | -2 | -2 | -3 | 5 | 18 | -10
Cc1csc(=Nc2ccccc2)n1C | -2 | 2 | -24 | -6 | -2 | -3 | -4 | 5 | 8 | -1
COc1ccccc1OCCC(=O)O | 2 | -8 | -1 | -20 | nt | 0 | -2 | 4 | 10 | -1
COc1ccc(-c2nc(C)sc2CC(=O)O)cc1OC | -3 | 1 | 10 | -34 | 3 | -1 | -2 | 2 | -10 | -5
O=C(c1ccc(F)c(S(=O)(=O)N2CCOCC2)c1)N1CCc2ccccc21 | 3 | -3 | 36 | -9 | 1 | 1 | -10 | -11 | 22 | -8
Cn1c(SCC(=O)Nc2ccc(N3CCOCC3)c(Cl)c2)nnc1C(O)c1ccccc1 (stereo not drawn) | 4 | 7 | 19 | -24 | 0 | -1 | 3 | 9 | 6 | 0
CCN(CC)CCCOc1ccc(Cl)c(Cl)c1 | 2 | -2 | 17 | -30 | 0 | 1 | -5 | 3 | 2 | -11
CCCc1cc(=O)n2[nH]cc(-c3ccc(Cl)cc3)c2n1 | 2 | -3 | 71* | -23 | -2 | -3 | -2 | -1 | 7 | 23*
CN(C(=O)c1cc(S(=O)(=O)N2CCc3ccccc32)cn1C)C1CCCCC1 | 3 | -3 | 14 | 16 | -3 | 0 | 10 | 58* | -4 | 0
O=C(CCNC(=O)c1ccccc1Cl)Nc1cccc(C(F)(F)F)c1 | 5 | 0 | 23 | -16 | -3 | 1 | 0 | -3 | 6 | -2
O=C(NCc1ccccn1)c1cccc(NS(=O)(=O)c2ccccc2F)c1 | -1 | -8 | 8 | -3 | -2 | 1 | -2 | 18 | -5 | 2
O=[N+]([O-])c1cccc2c(Cl)ccnc12 | -1 | -20 | 12 | -38 | 0 | 1 | 7 | -1 | -32 | 0
O=C(CN1CCCCC1)N/N=C/c1cc2ccccc2nc1Cl | -3 | -8 | -15 | 17 | -2 | -1 | 5 | -5 | -4 | 5
O=C(Nc1nccs1)c1ccccc1[N+](=O)[O-] | -6 | 3 | 17 | -4 | 5 | 0 | -7 | -8 | -5 | -2

Some of the compounds tested, so the mix of outcomes need not match the whole.
